# UBC13 polyUb – blocks human UBC13 polyubiquitin chain formation; TR-FRET; inhibition, % at 20 µM; 330,000 compounds, 0.47% hits; AID 485273; in the data active = inhibition above about 45%, passing the limit was not always enough
# SENP8 block-1 – SENP8 protease inhibition; Q96LD8; purified SENP8, Z-RLRGG-aminoluciferin cleavage, luminescence; inhibition, % at 10 µM; 330,000 compounds, 1.2% hits; AID 2540; in the data active = inhibition above about 50%
# Target sequence (Q96LD8 whole entry, looked up): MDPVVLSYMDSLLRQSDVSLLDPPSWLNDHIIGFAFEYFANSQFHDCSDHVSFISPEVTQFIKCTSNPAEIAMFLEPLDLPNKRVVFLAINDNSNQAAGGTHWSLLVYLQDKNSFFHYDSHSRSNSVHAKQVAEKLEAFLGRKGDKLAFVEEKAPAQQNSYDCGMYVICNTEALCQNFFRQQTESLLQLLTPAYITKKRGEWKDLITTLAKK
# SENP7 block – SENP7 protease inhibition; AID 434973; 330,000 compounds, 1.5% hits; Q9BQF6; recombinant SENP7, Z-RLRGG-aminoluciferin luminescence, 40 min; inhibition, % at 5 µM;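 active = inhibition above about 50% at the single test dose, limit read from the data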;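 note: plate controls were DMSO with enzyme for no effect and no enzyme buffer wells for full effect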
# Target sequence (Q9BQF6 706-1050 limits assumed): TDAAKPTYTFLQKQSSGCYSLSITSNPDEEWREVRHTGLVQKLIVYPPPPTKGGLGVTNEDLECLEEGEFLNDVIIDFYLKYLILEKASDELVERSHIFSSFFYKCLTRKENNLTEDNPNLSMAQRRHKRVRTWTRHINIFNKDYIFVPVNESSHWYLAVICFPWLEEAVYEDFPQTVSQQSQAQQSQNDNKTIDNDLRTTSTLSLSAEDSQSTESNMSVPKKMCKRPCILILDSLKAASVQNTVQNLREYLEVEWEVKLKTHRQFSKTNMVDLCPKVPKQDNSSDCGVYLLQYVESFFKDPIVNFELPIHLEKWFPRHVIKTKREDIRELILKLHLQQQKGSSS
# HKDC1 inhibitor – blocks human hexokinase HKDC1 activity | recombinant HKDC1, G6PDH/diaphorase resazurin coupled fluorescence | inhibition, % at 20 µM | AID 493160 | Q2TB90 | 340,000 compounds, 0.16% hits;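 active = inhibition above about 35% when tested at 20 µM, limit read from the data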;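 note: plate controls were DMSO wells with enzyme for no effect and DMSO wells lacking enzyme for full effect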
#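 Test system: recombinant HKDC1 (HK5) hexokinase enzyme, produced in-house / Doses: 20 µM test compound, 1% DMSO / Timing: 90 min, room temperature / Detection: G6PDH/diaphorase-coupled fluorescence, 1 mM NADP, 100 µM resazurin, 525/613 nm / Control set: DMSO wells with and without enzyme mix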
# SENP8 block-2 – blocks human SENP8 cleavage of Nedd8 substrate. Q96LD8. recombinant SENP8, Nedd8 substrate fluorescence. inhibition, % at 20 µM. 360,000 compounds, 0.64% hits. AID 602440; in the data active = inhibition mostly above about 40%, no sharp cut-off; inactive = mostly below about 27%
# PfGluPho inh – PfG6PD (Plasmodium falciparum) enzyme inhibition | 350,000 compounds, 0.78% hits | PfGluPho enzyme, NADPH resazurin-diaphorase fluorescence | inhibition, % at 20 µM;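 active = inhibition reaching at least a set limit at 20 µM in the primary screen, cut at about 59% in these data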;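 note: 0% = DMSO wells with substrate and 100% = DMSO wells lacking glucose-6-phosphate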
# SENP6 inh – SENP6 protease inhibition. 330,000 compounds, 1.8% hits. Recombinant SENP6 catalytic domain, aminoluciferin luminescence. inhibition, % at 10 µM. Q9GZR1;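 active = inhibition above about 50% at the single tested dose, limit read from the data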;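 note: plate controls were DMSO wells with enzyme for no effect and DMSO wells lacking enzyme for full effect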
# Target sequence (Q9GZR1 628-1112 limits assumed): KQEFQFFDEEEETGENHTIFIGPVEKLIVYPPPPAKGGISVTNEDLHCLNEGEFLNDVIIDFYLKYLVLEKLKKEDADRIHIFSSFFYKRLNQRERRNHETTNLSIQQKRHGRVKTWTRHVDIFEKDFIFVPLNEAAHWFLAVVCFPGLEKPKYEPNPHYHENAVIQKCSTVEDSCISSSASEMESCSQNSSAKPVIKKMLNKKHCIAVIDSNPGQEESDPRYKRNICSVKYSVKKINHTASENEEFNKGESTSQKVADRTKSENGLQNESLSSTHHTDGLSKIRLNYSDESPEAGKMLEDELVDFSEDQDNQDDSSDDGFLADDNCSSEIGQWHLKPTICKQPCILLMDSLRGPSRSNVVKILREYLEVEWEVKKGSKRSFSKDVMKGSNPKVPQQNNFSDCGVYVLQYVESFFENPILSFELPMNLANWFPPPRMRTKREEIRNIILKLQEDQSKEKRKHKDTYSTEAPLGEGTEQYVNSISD
# SENP1 inh – SENP1 (human) catalytic domain inhibition | Q9P0U3 | recombinant SENP1 catalytic domain, CyPet-SUMO1-YPet FRET cleavage | inhibition, % at 10 µM | 360,000 compounds, 0.21% hits;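 active = inhibition at least 30% at 10 µM, raw YFP signal under a set limit, fluorescence ratio 0.5 to 1.5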;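 note: 0% = enzyme with DMSO and 100% = no enzyme wells; some results filed as inactive read as strong as hits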
#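 Controls: no-enzyme wells low, DMSO-plus-enzyme wells high control. Test system: human recombinant His6-tagged SENP1 catalytic domain enzyme. Reagent: SFCypet-SUMO1-SFYpet FRET protein substrate, 25 nM final. Doses: one dose per compound, 10 µM, 0.5% DMSO. Detection: FRET, CFP and YFP emission. Timing: 50 min reaction at room temperature.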
# beta cell repl – induces beta-cell replication in MIN6 cells; MIN6 cells proliferation, ATPlite luminescence, 48 h; cells starved in 0.2% serum; 100% = growth in 10% serum; proliferation, % at 10 µM; 330,000 compounds, 0.29% hits;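 active = compounds whose signal lies at least 3.5 SD above the mean of all wells on their plate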;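 note: 0% = DMSO-treated cells in low-serum medium and 100% = 10% serum control; some compounds called inactive have numbers as strong as hits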
# Active calls of the source: *; i = inactive; . = no result given.
SMILES,UBC13 polyUb,SENP8 block-1,SENP7 block,HKDC1 inhibitor,SENP8 block-2,PfGluPho inh,SENP6 inh,SENP1 inh,beta cell repl
Cc1ccccc1NC(=O)Cn1nc(C(F)(F)F)cc1C1CC1,7,5,2,-4,3,-5,-1,3,-3
Cc1cc2c(=O)oc(-c3ccc(Br)cc3)nc2s1,2,3,7,0,-169,0,13,-8,-2
CC1(C(=O)Nc2nc3ccccc3s2)CC1(Br)Br (stereo not given),.,.,.,11,22,-2,.,-1,.
COc1ccc(CN2CCNC(=O)C2CC(=O)NCC2CCOCC2)c(F)c1 (stereo not given),2,-3,-5,-5,-28,8,1,-5,3
Cc1c(O)cc2c(c1O)C(=O)CC(c1ccc(O)cc1)O2 (stereo not given),-7,-2,-8,1,6,13,-5,-23,4
COc1cc(-c2cc(C(=O)Nc3ccc(S(N)(=O)=O)cc3)c3ccccc3n2)cc(OC)c1OC,60*,7,3,1,-195,29,10,2,-3
CC(C)(C)OC(=O)CC[C@@H](C(=O)N1CCN(C(=O)OC(C)(C)C)CC1)n1cc(C(Cc2ccc(O)cc2)NC(=O)OC(C)(C)C)nn1 (stereo not given in full),-1,-2,-5,6,18,0,-4,0,-3
CCCn1c(SCC(=O)NCc2ccc(C)cc2)n[nH]c1=O,-1,-4,-2,1,10,-5,-15,1,2
C=CCNC(=S)N1CCN(c2ncc3c(=O)c(C(=O)O)cn(CC)c3n2)CC1,1,-7,-12,-4,-44,-2,-1,0,-3
COc1ccc(NC(=O)COC(=O)C23CCC(=O)N2c2ccccc2S3)cc1 (stereo not given),-17,-5,-10,-6,20,-9,-11,1,-2
CC(Oc1ccc(Br)cc1)C(=O)Nc1ccc(S(=O)(=O)NC2=NCCCCC2)cc1 (stereo not given),.,.,.,1,-1,-15,.,1,.
Cc1cc(C)nc(SCC(=O)OCC(=O)Nc2ccccc2)n1,1,-12,0,-6,7,-1,-14,1,0
Cc1ccc(S(=O)(=O)N2CCN(C(=O)c3n[nH]c(=O)c4ccccc34)CC2)cc1,-6,1,6,-4,4,-20,-10,0,-3
Cc1cc(C)cc(S(=O)(=O)c2cn(C)c3cc(N4CCN(C)CC4)c(F)cc3c2=O)c1,11,-1,3,-4,-163,14,13,-1,-4
C/C(=N\NC(=O)CSc1nc2ccccc2s1)c1cccnc1,2,-2,0,25,0,14,-16,-3,0
COCCCN1CC23C=CC(O2)C(C(=O)OC)C3C1=O (stereo not given),1,-9,-1,-3,16,-4,-4,-1,0
COc1ccccc1NS(=O)(=O)c1cc(NC(=O)CCNC(C)=O)ccc1N1CCCCC1,7,-2,-3,-5,2,-4,-13,2,-1
CN(C(=O)CSc1nnc(-c2ccc(Cl)cc2)n1C)C1CCS(=O)(=O)C1 (stereo not given),0,2,0,-2,15,-15,0,2,2
O=C(CNc1cccc(F)c1)N1CCc2ccccc2C1,4,-2,14,-1,8,-8,29,0,-2
CCCNC(=O)COC(=O)c1cc(SC)ccc1Cl,-2,-6,-7,-3,-127,-4,-14,0,2
Cn1c(CNC(=O)CNC(=O)c2cccc(F)c2)cc(=O)n(C)c1=O,-4,1,0,-4,1,-7,-18,1,-2
O=C1c2ccccc2-c2nnc(-c3ccccc3)cc21,-43,96*,99*,7,37,-3,99*,1,-7
CCC1(c2ccc(F)cc2)NC(=O)N(CC(=O)NCc2ccc(F)cc2)C1=O (stereo not given),-1,-4,-7,-4,12,-3,0,3,-2
O=c1sc2ccccc2c(=O)n1Cc1ccccc1F,10,-3,-1,1,-1,2,-9,2,-6
CCC(=O)Nc1ccc(Cl)c(-c2nc3ncccc3o2)c1,-10,10,0,-5,-59,2,-8,-1,-1
CCC(C(=O)OC(C)C(=O)Nc1ccc(Cl)cn1)c1ccccc1 (stereo not given),4,-6,2,2,0,7,-5,3,1
CCN(CC)c1ccc(/C=N/N2C(=O)c3ccccc3C2=O)cc1,5,33,45,7,-4,9,63*,-1,0
CCN(C(=O)CSc1nnc(-c2ccccc2Br)o1)C1CCS(=O)(=O)C1 (stereo not given),0,-9,-10,-1,14,-29,-13,2,-4
Cc1ccc(C(=O)NCC(=O)NCCc2ccc(S(N)(=O)=O)cc2)s1,3,0,-1,-2,8,0,-2,0,-1
COc1cccc(NC(=O)CN(C)C(=O)COc2ccccc2Cc2ccccc2)c1,6,9,-10,-2,17,-1,-8,-2,-4
CN(C)CCSc1nc(O)c(-c2ccccc2)c(=O)n1-c1ccccc1,-4,-3,12,-5,12,2,-10,-2,-1
CCn1c(SCc2cccc(F)c2)nnc1-c1ccncc1,-8,-4,-8,-2,20,-4,-23,1,2
O=C(CCC(=O)N1CCCCC1)Nc1nnc(C2CCCCC2)s1,5,-5,-5,-6,9,11,7,1,1
CCOC(=O)C1(Cc2ccccc2C)CCCN(C(=O)c2cc(CC)nn2C)C1 (stereo not given),3,8,5,-8,13,-6,5,-3,0
COC(=O)C1C(=O)/C(=C/N(C)C)C(=O)CC1(C)C (stereo not given),7,0,5,-6,1,-5,1,-10,-5
O=C(NNS(=O)(=O)c1ccc([N+](=O)[O-])cc1)C(=O)Nc1cccc(C(=O)O)c1,0,-3,9,3,1,25,5,4,-2
COC(=O)COc1ccc(S(=O)(=O)NCc2ccc3c(c2)OCO3)cc1C,0,-1,4,-1,10,8,13,-2,0
COc1ccc(NC(=O)COC(=O)Cn2c(C)nc3ccccc32)cc1OC,5,-10,-5,-6,6,-4,-20,5,-2
CNc1nc(-c2ccc(S(=O)(=O)N3CCCCC3)cc2)cs1,-4,-18,-5,-6,i,4,-13,3,-1
O=C(NC(=S)N1CCN(c2ccc(C(F)(F)F)cc2[N+](=O)[O-])CC1)c1cccs1,1,1,6,-5,14,-20,9,-1,0

# 4 entries from above, sorted by SMILES length, descending.
SMILES,UBC13 polyUb,SENP8 block-1,SENP7 block,HKDC1 inhibitor,SENP8 block-2,PfGluPho inh,SENP6 inh,SENP1 inh,beta cell repl
CCOC(=O)C1(Cc2ccccc2C)CCCN(C(=O)c2cc(CC)nn2C)C1 (stereo not given),3,8,5,-8,13,-6,5,-3,0
COc1ccc(NC(=O)COC(=O)Cn2c(C)nc3ccccc32)cc1OC,5,-10,-5,-6,6,-4,-20,5,-2
CN(C)CCSc1nc(O)c(-c2ccccc2)c(=O)n1-c1ccccc1,-4,-3,12,-5,12,2,-10,-2,-1
COC(=O)C1C(=O)/C(=C/N(C)C)C(=O)CC1(C)C (stereo not given),7,0,5,-6,1,-5,1,-10,-5

# The list goes on.
SMILES,UBC13 polyUb,SENP8 block-1,SENP7 block,HKDC1 inhibitor,SENP8 block-2,PfGluPho inh,SENP6 inh,SENP1 inh,beta cell repl
CCN(CC)S(=O)(=O)c1ccc(Cl)c(NC(C)=O)c1,-3,1,-5,-2,5,-19,-14,0,2
COc1ccc2oc(-c3ccc(C)c(NC(=O)c4ccc(N5CCOCC5)c([N+](=O)[O-])c4)c3)nc2c1,-19,-4,-3,12,-51,-6,10,2,-3
CCc1ccc2nc(NC(=O)c3cc(C)on3)sc2c1,1,-2,-2,-4,-226,-6,-4,-3,-1
CCOC(=O)N1CCN(C(=O)c2ccc(CS(=O)c3ccccc3)o2)CC1 (stereo not given),1,14,-5,4,9,-8,-6,1,-2
CC[C@@]1(C(=O)OC)N[C@H](CN(C)C(=O)Nc2ccccc2)[C@@H]2C(=O)N(C)C(=O)[C@@H]21,1,1,14,0,9,16,17,4,-2
O=C(Nc1ccc(OCC(=O)N2CCN(S(=O)(=O)c3ccccc3)CC2)cc1)c1ccco1,0,-11,-4,-3,-4,-14,-23,-1,-1
COCCCn1c(C)nnc1SCC(=O)Nc1ccc(C(C)=O)cc1,-4,13,-5,-4,8,-6,11,0,-2
CCCOc1ccc(Cn2c(=O)oc3ccc(C)cc32)cc1,5,1,4,-1,9,-18,11,2,-2
Cc1ccccc1NC(=S)NC(NC(=O)C(C)(C)C)C(Cl)(Cl)Cl (stereo not given),4,-4,6,-5,10,4,2,1,-2
COc1ccc(C(=O)NCCS(=O)(=O)N2CCCC2)cc1,4,3,1,-3,-2,-4,-5,0,0
Cc1ccc(-c2nnc(SCC(=O)NC3CCCc4ccccc43)n2N)cc1 (stereo not given),0,2,-2,-6,-2,2,8,-4,3
O=C(Nc1ccc(N2CCOCC2)cc1)c1ccc2ncsc2c1,-12,-6,-4,-4,-24,66*,1,-6,-2
CCOC(=O)C1(CCOC)CCN(Cc2ccncc2)CC1,-1,2,4,-7,2,1,-19,-2,-3
O=C(N/C(=C\c1ccc(Cl)cc1)C(=O)N1CCCCC1)c1ccco1,4,-1,1,-2,-8,-3,-20,1,-1
S=C(NC1CCCCC1)N1CCN(c2ncccn2)CC1,-3,4,-1,-10,1,-9,-9,1,-2
O=C(CCN1C(=O)/C(=C\c2ccccc2F)SC1=S)Nc1ccc(C(=O)O)c(O)c1,-20,64*,12,.,10,.,66*,3,-4
COC(CNC(=O)[C@H](CSCc1ccccc1)N1Cc2ccccc2C1=O)OC,-4,1,3,-1,16,1,-4,1,2
NS(=O)(=O)c1ccc(CNC(=O)/C=C/c2ccccc2)cc1,1,-2,-13,4,14,4,-10,0,-1
C=CCn1cnc2c(c1=O)c1nc3ccccc3nc1n2/N=C/c1ccccn1,.,.,.,13,-276,23,.,-5,.
CCOc1ccc(/C=N/n2c(SC)nnc2-c2ccccc2)cc1OCC,2,-5,-5,0,13,-14,-3,2,8.2*
CCOC(=O)NN1C(=O)c2ccccc2NC1c1cccs1 (stereo not given),17,4,8,-1,-306,1,7,0,-1
CCOc1ccc(CN2CCCN(C)CC2)cc1,-5,-2,-4,-11,9,7,-7,-1,-2
O=C1NC[C@H](Cc2ccccc2)N(CC2CCN(CC3CCCC3)CC2)C1=O,.,.,.,3,10,-5,.,1,.
O=C(CCl)Nc1cccc(S(=O)(=O)N2CCCCCC2)c1,1,0,0,0,9,-2,-4,0,-6
Cc1csc(SC(C)C(=O)NCc2ccc3c(c2)OCO3)n1 (stereo not given),-5,11,6,-4,6,1,8,-2,-3
Cc1cccc[n+]1CC(=O)c1ccc(NC(=O)c2ccccc2)cc1,-1,-12,7,-5,-13,3,9,-2,-3
COC(=O)CCc1n[nH]c(=O)[nH]c1=O,-6,14,-5,-8,21,-2,-1,0,2
O=C(/C=C/c1ccccc1O)c1ccco1,-10,-9,-2,-1,9,-2,7,-1,-5
CC1=C(C)CC(C(=O)NCCc2ccc(F)cc2)C(C(=O)O)C1 (stereo not given),-2,6,2,-6,16,-5,0,1,-2
C=CCn1c(SCC(=O)CC(=O)OCC)nc2cc(C(=O)N3CCC(C(N)=O)CC3)ccc2c1=O,-7,-2,8,-1,16,-15,-9,-11,2
O=C(O)c1ccc(OCCN2CCCC2=O)cc1,-6,-20,-12,-5,11,2,-6,1,-3
COc1cccc(Cn2c(Oc3ccccc3)nc3c2c(=O)n(C)c(=O)n3C)c1,15,-4,1,3,15,-3,-15,1,1
c1cc(CNCCN2CCNCC2)ccn1,.,.,.,0,6,2,.,1,.
CSc1ccc(C(=O)C2CCCN(C(=O)c3nn(C)c(=O)c4ccccc34)C2)cc1 (stereo not given),3,2,5,-7,10,-3,-9,6,4

# Compound activity (PubChem)

# Rows are unselected; any-hit rate near 4%.
